FLuc modulator = firefly luciferase modulation, counter-screen for miR-21 project; P08659; Potency, µM (series often up to 57.5 µM), inactives show top-dose activity change, negative = inhibition, usual class: inhibitors; purified FLuc, Km substrates, luminescence inhibition; actives 6.9% (n = 360,000); active means well fitted inhibition curve with a large enough effect; inconclusive means small, poorly fitted or top-dose-only effect;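 further: plate controls were vehicle for no effect and reference inhibitor for full effect; nearly all actives have a fitted effect of over 55% in size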
Target sequence (P08659 whole entry, looked up): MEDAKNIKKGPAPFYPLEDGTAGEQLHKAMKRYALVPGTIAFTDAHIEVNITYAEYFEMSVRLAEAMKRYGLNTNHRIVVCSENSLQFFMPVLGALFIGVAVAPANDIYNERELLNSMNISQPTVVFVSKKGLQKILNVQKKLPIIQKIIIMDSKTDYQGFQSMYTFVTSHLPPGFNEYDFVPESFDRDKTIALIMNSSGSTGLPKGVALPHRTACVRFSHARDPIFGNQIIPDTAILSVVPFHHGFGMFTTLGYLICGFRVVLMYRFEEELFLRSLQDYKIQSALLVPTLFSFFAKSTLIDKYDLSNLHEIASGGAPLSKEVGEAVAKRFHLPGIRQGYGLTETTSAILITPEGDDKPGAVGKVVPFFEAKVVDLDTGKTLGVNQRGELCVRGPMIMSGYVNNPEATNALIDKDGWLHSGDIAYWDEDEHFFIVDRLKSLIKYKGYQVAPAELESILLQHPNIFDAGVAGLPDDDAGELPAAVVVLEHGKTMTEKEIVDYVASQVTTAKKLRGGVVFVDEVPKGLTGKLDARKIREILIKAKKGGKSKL
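Biochemical qHTS of compounds, final roughly 60 µM downward over six points, against 10 nM purified firefly luciferase using Km concentrations of substrates (10 uM D-luciferin, 10 uM ATP) in Tris acetate pH 7.5 buffer; luminescence output.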
Starred values were filed as active, the others as inactive; ? = inconclusive. Potency means the concentration at half of the fitted maximal effect. These rows are one share of the data; count on the stated rates, not on these rows.

smiles | FLuc modulator
Cn1cc(-c2cc3n(n2)CCC(=O)N3CCCC(=O)NCc2ccc(F)cc2)c2ccccc21 | 0%
COc1cccc(-c2nc(S(=O)(=O)c3ccc(C)cc3)c(N3CCCCC3)o2)c1 | 1%
CCOC(=O)CC(=O)CSc1nc2ccccc2c(=O)n1CCc1ccc(S(N)(=O)=O)cc1 | 3%
O=C1Nc2c(c(=O)[nH]c(=O)n2-c2ccc(F)cc2)C1(NS(=O)(=O)c1ccc(Cl)cc1)C(F)(F)F (stereo not drawn) | -12%
CCc1ccc(CN(Cc2cn[nH]c2-c2ccc(OC)cc2)C(=O)Nc2ccc(Br)cc2)cc1 | -11%
CC(=O)c1ccc(NC(=O)CSc2nc3c(=O)n(C)c(=O)n(C)c3n2C)cc1 | 2%
CCc1cccc(NC(=O)c2cc(-c3ccccc3)n[nH]2)c1 | ?
CCC1CN(S(=O)(=O)c2cc(-c3cc(C)no3)ccc2OC)c2cc(Cl)ccc2O1 (stereo not drawn) | -3%

Exported as labelled records: 4 of the compounds above
Cn1cc(-c2cc3n(n2)CCC(=O)N3CCCC(=O)NCc2ccc(F)cc2)c2ccccc21
  FLuc modulator: 0%

COc1cccc(-c2nc(S(=O)(=O)c3ccc(C)cc3)c(N3CCCCC3)o2)c1
  FLuc modulator: 1%

CCOC(=O)CC(=O)CSc1nc2ccccc2c(=O)n1CCc1ccc(S(N)(=O)=O)cc1
  FLuc modulator: 3%

O=C1Nc2c(c(=O)[nH]c(=O)n2-c2ccc(F)cc2)C1(NS(=O)(=O)c1ccc(Cl)cc1)C(F)(F)F (stereo not drawn)
  FLuc modulator: -12%

Following part
smiles | FLuc modulator
COc1cc(/C=C/c2nc(C#N)c(NCCc3ccccc3)o2)cc(OC)c1OC | -8%
Cc1cc(Nc2ccc(F)cc2F)nc(-n2nc(C)cc2C)n1 | -10%
COc1ccccc1NC(=O)C(=O)c1cc(C)n(-c2cc(C)cc(C)c2)c1C | -14%
CCC(=O)Nc1ccccc1-c1nc2ccccc2n(CC(=O)Nc2ccccc2OC)c1=O | 4%
CC1CCC2(CC1)N=C(c1ccccc1)C(=O)N2CC(=O)Nc1ccc(F)c(Cl)c1 (stereo not drawn) | 0%
Cc1ccc(CSc2nc(-c3ccccc3C)nc3c2Cc2c(CO)cnc(C)c2O3)cc1 | 0%
COc1ccc(NC(=O)NCc2c(-n3cccc3)sc3c2CCCC3)c(OC)c1 | 7%
Cc1ccc(OCC(=O)Nc2ccc(S(=O)(=O)Nc3cc(C)nc(C)n3)cc2)c(Br)c1 | ?
O=C(Nc1ccccc1)C1CCN(S(=O)(=O)c2ccc3[nH]c4c(c3c2)CCCCC4)CC1 | -6%
CCOc1ccc(NC(=O)Cn2ccn3nc(-c4ccc(OC)c(OC)c4)cc3c2=O)cc1 | -7%
Cc1ccc(-n2ncc3c(N(CC(C)C)CC(C)C)ncnc32)c(C)c1 | -10%
CCOc1ccc(NC(=O)CCc2c(C)nn(-c3ccc(N4CCCC4)nn3)c2C)cc1 | -16%
CCOc1ccc(C(=O)Nc2ccc3c(c2)N(C(C)=O)CCC3)cc1OCC | -3%
CCN(CC)c1ccc(NC(=O)c2cnn(-c3ccccc3)c2-n2cccc2)c(C)c1 | -13%
O=C(CSCn1nnc2c(=O)[nH]c(Cc3ccc(F)cc3)nc21)Nc1ccccc1 | -17%
COC(=O)c1c(Oc2ccc(C(C)=O)cc2)nnc(-c2ccccc2)c1-c1ccccc1 | -15%
CC(C)(C)OC(=O)N1CCC(c2c(C(=O)N3CCN(Cc4ccccc4)CC3)cnn2-c2cccc(Cl)c2)CC1 | -5%
COc1cccc(-c2nc(SCC(=O)Nc3ccc4c(c3)OCCO4)c(-c3ccccc3)[nH]2)c1 | 5.4µM*
CN(Cc1ccccc1)C(=O)CN1C(=O)CSc2ccc(S(=O)(=O)N3CCOCC3)cc21 | 0%
O=C(CSc1nc2ccccc2c(=O)n1CCC(=O)NC1CCCCC1)Nc1ccccc1Cl | -1%
CCOc1ccc(OCC)c(NC(=O)CCc2nc3cccnc3n2Cc2cccs2)c1 | -10%
COc1ccc(OC(=O)CSc2nnc(-c3ccc(F)cc3)o2)cc1 | -1%
CCOCCc1nn2c(=O)cc(COC(=O)c3ccccc3NC(=O)c3ccc(C)cc3)nc2s1 | -12%
CN(C)c1ccc(-c2nc(-c3cc4cc(Cl)ccc4oc3=O)cs2)cc1 | -9%
COc1ccccc1OCC(=O)N(Cc1ccco1)Cc1ccccc1F | -14%
CCCCN1CCc2nc(Nc3ccc(OC)cc3OC)ncc2C1 | -1%
CC(=O)c1ccc(NC(=O)c2ccc3c(c2)N(Cc2cccc(Cl)c2)C(=O)c2ccccc2S3=O)cc1 (stereo not drawn) | -6%
CCNC(=O)c1ccc(-n2c(-c3ccccc3)cc3c2CCCCC3)cc1 | 0%
Cc1cccc(NC(=O)N2CCN(C(=O)c3nsc4ccccc34)CC2)c1C | -2%
O=C(O)c1cccc(-c2nc(-c3ccccc3C(F)(F)F)no2)c1 | 0.17µM*
COc1ccc(/C=C/c2nc3ccccc3c(=O)n2-c2cccc(C(F)(F)F)c2)cc1 | -2%
CCOC(=O)c1cc(S(=O)(=O)NCc2cccc(Cl)c2)[nH]n1 | ?
Cc1ccc(NC(=O)C(=O)NCC(c2cccnc2)N2CCN(Cc3ccccc3)CC2)cc1C (stereo not drawn) | -10%
CCc1ccc(CNC(=O)c2nn(-c3ccc(C)cc3)c(=O)c3c2c2ccccc2n3C)cc1 | -5%
CCCCCNS(=O)(=O)c1ccc(N2CCCCS2(=O)=O)cc1 | 4%
Cc1ccc(CNC(=O)CCCc2nnc3n(C)c(=O)c4sccc4n23)cc1 | 3%
COc1cc(OC)c(NC(=O)N2CCc3cc(S(=O)(=O)N4CCC(C)CC4)ccc32)cc1Cl | 0%
O=C(NCc1ccc(F)cc1)C1CCN(S(=O)(=O)c2ccc3c(c2)CCCN3C(=O)C2CCC2)CC1 | -10%
COc1cccc(CCNC(=O)c2cnc3sc(N4CCCCCC4)nn3c2=O)c1 | 1%
O=C(Cn1nc(Cc2cccnc2)c2ccccc2c1=O)Nc1cccc(C(F)(F)F)c1 | -12%

Arranged by molecular weight (falling): 3 of the compounds above.
smiles | FLuc modulator
Cc1ccc(CNC(=O)CCCc2nnc3n(C)c(=O)c4sccc4n23)cc1 | 3%
CCNC(=O)c1ccc(-n2c(-c3ccccc3)cc3c2CCCCC3)cc1 | 0%
O=C(O)c1cccc(-c2nc(-c3ccccc3C(F)(F)F)no2)c1 | 0.17µM*

The results go on.
smiles | FLuc modulator
COc1ccc(Cn2cc(S(=O)(=O)c3ccc(Cl)cc3)c(=O)c3cc4c(cc32)OCO4)cc1 | -2%
COc1ccc(C(=O)N2c3nc(-c4ccco4)nn3C3(CCCCC3)[C@@H]3CCCC[C@@H]32)cc1OC | 0%
Cc1ccccc1NC(=O)Cn1c(=O)n(CCC(=O)NCc2ccc3c(c2)OCO3)c(=O)c2sccc21 | -7%
Cc1sc2c(c1C)c(=O)n(CCc1ccccc1)c(=O)n2Cc1cccc(F)c1 | -6%
CCc1nn(-c2ccccc2)c2nc(-c3ccc(O)cc3)c3cc(OC)c(OC)cc3c12 | 0%
Cn1cc(C(=O)O)c(=O)c2cc(S(=O)(=O)N3CCCCC3)ccc21 | -3%
Cc1cc(O)c(C(c2ccc(F)cc2)N2CCN(c3ccccc3)CC2)c(=O)n1Cc1ccco1 (stereo not drawn) | -1%
COc1cc(Nc2nc(SCc3ccccc3F)nc3ccccc23)cc(OC)c1 | 0%
CCN(CC)C(=O)c1sc(NC(=O)C2c3ccccc3Oc3ccccc32)c(C(=O)OC(C)C)c1C | -3%
Cc1ccc(NC(=O)c2c(C)oc3ccc(O)c(CN4CCCCCC4)c23)c(C)c1 | 3%
O=C(c1ccc(CS(=O)c2ccccc2Cl)o1)N1CCN(c2ccccc2F)CC1 (stereo not drawn) | 5%
COCCN1CCc2nc(SCC(=O)Nc3ccc(Br)cc3)[nH]c(=O)c2C1 | -1%
COc1ccc(OC)c(NC(=O)/C=C/c2ccc(C)o2)c1 | ?
CCOc1cccc(Nc2nn(-c3ccc(OC(F)(F)F)cc3)nc2C(C)=O)c1 | 7%
Cc1ccn2c(Nc3ccc(C(C)C)cc3)c(-c3ccsc3)nc2c1 | -20%
CCOc1ccc(S(=O)(=O)NCCc2csc(-c3ccc(Cl)cc3)n2)cc1 | 2%
Cc1sc2ncn(CC(=O)N3CCN(c4ccccc4F)CC3)c(=O)c2c1S(=O)(=O)N1CCC(C)CC1 | 3%
CCC(C)NC(=O)Cn1c(=O)c2cccn2c2ccc(F)cc21 (stereo not drawn) | -2%
COc1ccc(OC)c(-c2nnc3n(Cc4ccc(C)cc4)c(=O)c4ccccc4n23)c1 | 5%
CCOc1ccc(-c2n[nH]c3c2C(c2cccs2)N(c2ccc(Br)cc2)C3=O)cc1 (stereo not drawn) | -1%
Cc1ccccc1CS(=O)(=O)CC1Nc2ccc(C(=O)NCc3ccc(Cl)cc3)cc2NC1=O (stereo not drawn) | 4%
CSc1ccc(CCNC(=O)c2ccc3c(c2)nc2n3CCC(C)C2)cc1 (stereo not drawn) | -20%
CCOC(=O)c1ccc(NC(=O)CN2C(=O)CC(c3ccc(C)c(C)c3)=Nc3ccccc32)cc1 | ?
COc1ccc(CNC(=O)c2c(O)nc3c(C)cccn3c2=O)cc1 | -6%
Cc1ccc(NC(=O)c2ccc3c(c2)NC(=O)c2ccccc2S3)cc1 | 2%
Cc1cccc(CN2C(=O)c3ccccc3S(=O)(=O)c3ccc(C(=O)OCC4CCCO4)cc32)c1 (stereo not drawn) | 3%
COc1cccc(N2CCN(C(=O)c3c(C)oc4ncnc(N5CCOCC5)c34)CC2)c1 | -1%
CCOc1ccccc1NC(=O)Cc1csc(COc2cccc(C)c2)n1 | ?
Cc1cccc(S(=O)(=O)c2cn(C)c3cc(N4CCN(c5ccc(F)cc5)CC4)c(F)cc3c2=O)c1 | -5%
COc1ccc(C(=O)Nc2nnc(SCc3cc(=O)n4cccc(C)c4n3)s2)cc1 | -1%
COc1ccc(CN(Cc2ccco2)C(=O)COc2ccccc2OC)cc1 | -20%
CCOC(=O)c1c(-c2ccc(OC)cc2)oc2ccc(OCc3ccc(Br)cc3)cc12 | -3%

Quoted from the listing.
Value for COc1ccc(OC(=O)CSc2nnc(-c3ccc(F)cc3)o2)cc1 in FLuc modulator: -1%
Value for Cc1ccc(NC(=O)C(=O)NCC(c2cccnc2)N2CCN(Cc3ccccc3)CC2)cc1C (stereo not drawn) in FLuc modulator: -10%
Value for Cc1cccc(S(=O)(=O)c2cn(C)c3cc(N4CCN(c5ccc(F)cc5)CC4)c(F)cc3c2=O)c1 in FLuc modulator: -5%

(list continues)
smiles | FLuc modulator
O=C(c1cccc(Cl)c1)N(Cc1cccc(F)c1)C1CCS(=O)(=O)C1 (stereo not drawn) | -2%
CCOC(=O)c1ccc(NC(=O)C2=C(C)C(=O)OC23CCN(C(C)=O)CC3)cc1 | -5%
COc1ccc(C2c3c(oc4ccc(Cl)cc4c3=O)C(=O)N2CCCN(C)C)cc1OC (stereo not drawn) | -2%
Fc1ccc(-n2ncc3c(N4CCCCCC4)ncnc32)cc1 | 0.95µM*
O=C(Nc1ccc(Cl)cc1)c1cc2nc(-c3ccc4c(c3)OCO4)cc(C(F)(F)F)n2n1 | -2%
CCOc1ccc(NC(=O)/C=C\C(=O)N(c2ccc(C(C)C)cc2)C(C(=O)NCc2ccco2)c2ccc(F)cc2)cc1 (stereo not drawn) | 3%
COc1cc(NC(=O)N2CCSc3ccccc32)cc(OC)c1OC | -8%
O=C1CN(C(=O)c2ccc(S(=O)(=O)N3CCCC3)cc2)C(c2ccc(F)cc2)c2cc(F)ccc2N1 (stereo not drawn) | -3%
Cc1nc2ccc(S(=O)(=O)N(C)CC(=O)Nc3cccc(C(F)(F)F)c3)cc2s1 | 3%
COc1ccc(OC)c(CCNC(=O)c2cc3cccc4c3n2CCS4)c1 | -3%
O=C(NCCc1ccc(Cl)cc1)C(=O)NCC(c1ccco1)S(=O)(=O)c1ccc(Cl)cc1 (stereo not drawn) | -1%
CN(C)S(=O)(=O)N(CC(=O)NCCSCc1ccccc1Cl)c1ccccc1 | -12%
Cc1ccc(Cl)cc1Nc1sc(C(=O)c2ccccc2)c(N)c1S(=O)(=O)c1ccccc1 | -1%
O=C1Cc2cc(S(=O)(=O)N3CCCCC3)cc3c2N1CCC3 | -3%
CC1=C(C(=O)Nc2cccnc2)C(c2ccc(Cl)cc2)n2nc(-c3ccccc3)nc2N1 (stereo not drawn) | -3%
O=C(CCC1N=C2c3ccccc3N=C(SCc3ccc(Cl)cc3)N2C1=O)NCc1cccs1 (stereo not drawn) | 2%
Cc1ccccc1NC(=O)N1CCC(CN2CCCC2)CC1 | 4%
Cc1ccc(C(=O)Nc2nc(-c3ccccc3)ns2)cc1 | ?
CCOC(=O)C1=C(CN2CCN(c3ccc(OC)cc3)CC2)NC(=O)NC1c1ccc(OC)cc1 (stereo not drawn) | -7%
CCc1nn2c(=O)cc(COC(=O)c3ccccc3NC(=O)c3ccc(C(C)(C)C)cc3)nc2s1 | 5.4µM*
COc1ccc(CNC(=O)c2cc(-c3ccc(Br)s3)nc3ccccc23)c(OC)c1 | -6%
O=C(COc1ccccc1Cl)NCC1(N2CCOCC2)CCCCC1 | -10%
Cc1ccc(-c2cc(C(=O)N(Cc3ccccc3)Cc3ccco3)no2)cc1F | 0%
O=C(Cn1c(SCc2ccccc2F)nc2cccnc21)Nc1ccc(F)c(Cl)c1 | 27µM*
O=C(Nc1ccc2oc(-c3ccncc3)nc2c1)c1ccccc1Cl | ?
COc1ccc2oc(=O)c(-c3csc(-c4ccc(Br)cc4)n3)cc2c1 | 7%
COc1cccc2c1ncc1c(-c3ccc(C)cc3)nn(-c3cccc([N+](=O)[O-])c3)c12 | -4%
CN(Cc1ccccc1)C(=O)Nc1ccc2c(c1)N(C)C(=O)c1ccccc1S2 | 1%
CCc1ccccc1N1CC(c2nc3ccccc3n2CCC2CCCCC2)CC1=O (stereo not drawn) | -13%
